RXFP1 agonist – qHTS Assay for Agonists of the Relaxin Receptor RXFP1 | Relaxin receptor 1 (Homo sapiens), Q9HBX9 | HEK293T-RXFP1 cAMP TR-FRET, 30 min; response scale: percent of porcine relaxin response, buffer zero | Potency, µM (series often up to 57.5 µM), for inactives: at the highest dose activation, most hits filed as activators | 0.3% of 370,000 active; also: potency is read from the fitted curve at half-maximal effect; % is scaled to controls: 0 for no effect and ±100 for the full control effect; nearly all actives have a fitted effect of over 60% in size; many of its hits are not listed in these tables
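cAMP rise read by TR-FRET after 30 min, 37C compound exposure (up to 58 uM) in RXFP1-transfected HEK293 cells with Ro 20174 present. EC50 from Hill-equation fits, with 29 nM porcine relaxin as 100% and buffer as basal.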
Vif-APOBEC3G blk – qHTS for Inhibitors of Vif-A3G Interactions: qHTS; DNA dC->dU-editing enzyme APOBEC-3G (Homo sapiens), Q9HC16; HeLa A3G-eYFP + Vif (tagged APOBEC3G with the HIV-1 protein that degrades it), YFP fluorescence, overnight; Potency, µM (top dose mostly 46.1 µM), inactives show top-dose activity, negative = active, most hits filed as inhibitors; 0.076% of 410,000 active;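 also: potency is read from the fitted curve at half-maximal effect; % is scaled to controls: 0 for no effect and ±100 for the full control effect; nearly all actives have a fitted effect of over 60% in size; hits raise eYFP signal because A3G escapes Vif-driven loss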
Target sequence (Q9HC16 whole entry, looked up): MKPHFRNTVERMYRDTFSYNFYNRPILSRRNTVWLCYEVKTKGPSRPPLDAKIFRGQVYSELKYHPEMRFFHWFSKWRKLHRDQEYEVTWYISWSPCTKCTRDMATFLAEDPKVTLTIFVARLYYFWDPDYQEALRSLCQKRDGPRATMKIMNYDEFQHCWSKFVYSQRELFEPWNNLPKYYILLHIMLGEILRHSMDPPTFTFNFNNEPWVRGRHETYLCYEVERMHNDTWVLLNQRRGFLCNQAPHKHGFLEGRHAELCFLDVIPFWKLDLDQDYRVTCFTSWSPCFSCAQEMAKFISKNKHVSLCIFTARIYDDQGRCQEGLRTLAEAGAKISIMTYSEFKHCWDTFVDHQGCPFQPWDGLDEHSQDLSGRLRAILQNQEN
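Read-out is eYFP fluorescence (Ex 488/Em 500-530) from Vif-expressing HeLa A3G-eYFP cells; more signal means A3G escaped Vif-mediated degradation. Cells plated overnight, compound pinned in, incubated overnight at 37 deg C.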
D1 antag – Antagonist of Human D 1 Dopamine Receptor: qHTS; activity change, negative = inhibition, % at 10 µM; HEK293 TREx D1 cells, calcium flux, dopamine EC80; stronger effect = lower value; D(1A) dopamine receptor (Homo sapiens), P21728; 3.2% of 360,000 active; in the data active = activity change below about -30%; also: % is scaled to controls: 0 for no effect and ±100 for the full control effect
Target sequence (P21728 whole entry, looked up): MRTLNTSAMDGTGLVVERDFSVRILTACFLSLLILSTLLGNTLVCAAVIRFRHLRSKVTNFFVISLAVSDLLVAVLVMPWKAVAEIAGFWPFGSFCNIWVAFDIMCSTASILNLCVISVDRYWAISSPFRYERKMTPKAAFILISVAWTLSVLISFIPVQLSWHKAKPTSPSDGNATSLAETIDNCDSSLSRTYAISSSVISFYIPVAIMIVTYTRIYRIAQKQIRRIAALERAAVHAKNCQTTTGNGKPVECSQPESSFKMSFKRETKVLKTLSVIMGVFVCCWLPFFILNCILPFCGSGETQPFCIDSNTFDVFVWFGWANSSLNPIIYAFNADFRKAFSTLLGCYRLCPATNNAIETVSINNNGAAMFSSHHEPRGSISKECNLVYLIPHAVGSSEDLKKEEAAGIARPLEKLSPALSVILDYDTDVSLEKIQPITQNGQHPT
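Compound effects on dopamine-evoked calcium signalling were measured in tetracycline-induced HEK293 Trex D1 cells. Dopamine at EC80 followed a 180 s compound pre-read, and fluorescence was tracked kinetically for 180 s more.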
D1 PAM – Potentiators of Human D1 Dopamine Receptor: qHTS; 0.036% of 360,000 active; potentiation, % at 10 µM; D(1A) dopamine receptor (Homo sapiens), P21728; HEK293 TREx D1 cells, calcium flux, dopamine EC20 potentiation; in the data active = potentiation above about 30%; also: 0% is about no effect
Vif-A3F inh – qHTS for Inhibitors of Vif-A3F Interactions: qHTS. HeLa A3F-eYFP + Vif (tagged APOBEC3F with the HIV-1 protein that degrades it), YFP fluorescence increase. Potency, µM (top dose mostly 46.1 µM), inactives show top-dose activity, negative = active. 0.2% of 390,000 active. AID 602313, 2012; also: potency is read from the fitted curve at half-maximal effect; % of control where 0% means no effect; nearly all actives have a fitted effect of over 65% in size
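Fluorescence increase (Ex 488/Em 500-530) after overnight compound treatment at 37 deg C flags inhibition of Vif-driven A3F-eYFP loss in stable HeLa A3F-eYFP/Vif cells seeded overnight beforehand.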
Glioma ERSR ind – qHTS for Inducers of the Endoplasmic Reticulum Stress Response (ERSR) in Human Glioma: qHTS | U87-MG GRP78 promoter luciferase reporter, 16 h | Potency, µM, without a hit: top-dose activation, actives largely listed as activators | 0.02% of 420,000 active; also: potency is read from the fitted curve at half-maximal effect; series mostly up to about 76 µM; % of control where 0% means no effect; nearly all actives have a fitted effect of over 35% in size
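ERSR induction read as luciferase luminescence (Bright-Glo, 10 min at room temperature) in stably transfected human U87-MG glioma cells exposed to compounds for 16 h, using GRP78 as sensor.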
RXFP1 antag – qHTS Assay for Antagonists of the Relaxin Receptor RXFP1. Relaxin receptor 1 (Homo sapiens), Q9HBX9. HEK293-RXFP1, relaxin-stimulated cAMP HTRF, 30 min; stronger effect = lower value. activity change, negative = inhibition, % at 57.5 µM. 0.59% of 350,000 active. AID 1259400, 2018;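 active = activity change of -60% or lower, but not beyond a set lower limit; inconclusive = change between -60% and -40%, or beyond the set limit; inactive = change above -40%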; also: % is scaled to controls: 0 for no effect and ±100 for the full control effect
D2 potentiator – HTS Assay for Positive Allosteric Modulators of the Human D2 Dopamine Receptor: Primary Screen for Potentiators | D(2) dopamine receptor (Homo sapiens), P14416 | HEK293 T-REx D2, calcium flux, EC20 dopamine potentiation | potentiation, % at 10 µM | 0.34% of 340,000 active | AID 485347, 2010;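 active = potentiation over 3 SD above the plate norm, cut at about 30% in these data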; also: 0% is about no effect
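Primary screen. Calcium kinetics in induced HEK293 T-REx D2 cells: compound pre-addition 180 s, EC20 dopamine, 180 s more.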
D1 ag – Allosteric Agonists of the Human D1 Dopamine Receptor: qHTS; HEK293 T-REx D1 cells, calcium flux, agonist mode; AID 504660, 2011; activation, % at 2 µM; D(1A) dopamine receptor (Homo sapiens), P21728; 1% of 360,000 active; in the data active = activation above about 30%; also: 0% is about no effect
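Tetracycline-induced HEK293 TREx D1 cells, force-coupled to calcium signalling, were dye-loaded with a no-wash calcium kit. Compound was pin-added after a 10 s baseline. Fluorescence was read kinetically at 1 cycle/s for 180 s, with calcium rises flagged as agonism.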
* marks the source's active call; other numbers are inactive results; ? = inconclusive; nt = not tested or not shown. Unless noted, calls follow the shape of the dose curve; as a rule, active = well fitted curve in the direction sought with a large enough effect; inconclusive = small, poorly fitted or top-dose-only effect, or another doubt; inactive = no such curve, though single readings can be large; an effect the other way counts as inactive or inconclusive. The list is partial; the hit share may differ from the screen's.

The opening two entries (preview)
Values run as follows: D1 antag	D1 PAM	D1 ag	Vif-APOBEC3G blk	Vif-A3F inh	Glioma ERSR ind	RXFP1 antag	D2 potentiator	RXFP1 agonist
[1] Cc1cc(-c2ccccc2)n2nc(C)c(C#N)c2n1
  -1	0	2	-8%	7%	-2%	14	1	3.0%
[2] Cc1cccc(C(=O)OC(C)C(=O)Nc2ccc(S(=O)(=O)Nc3ncccn3)cc2)c1C (configuration not stated)
  -3	-3	3	-6%	1%	-5%	5	7	-0.7%

The whole of this part, repeating the preview:
Values run as follows: D1 antag	D1 PAM	D1 ag	Vif-APOBEC3G blk	Vif-A3F inh	Glioma ERSR ind	RXFP1 antag	D2 potentiator	RXFP1 agonist
[1] Cc1cc(-c2ccccc2)n2nc(C)c(C#N)c2n1
  -1	0	2	-8%	7%	-2%	14	1	3.0%
[2] Cc1cccc(C(=O)OC(C)C(=O)Nc2ccc(S(=O)(=O)Nc3ncccn3)cc2)c1C (configuration not stated)
  -3	-3	3	-6%	1%	-5%	5	7	-0.7%
[3] Cc1cccc(C)c1N1CCN(S(=O)(=O)N2CCCCC2)CC1
  nt	-5	7	3%	1%	-4%	-32	0	-2.5%
[4] O=C(NC(Cc1ccccc1)C(=O)O)/C(=C/c1ccc([N+](=O)[O-])cc1)NC(=O)c1ccccc1 (configuration not stated)
  2	-1	6	-3%	5%	3%	5	-13	-0.5%
[5] C[N+](C)(C)CCCC(=O)c1ccc2c(c1)OCO2
  -4	4	0	0%	-5%	-1%	2	13	0.0%
[6] O=S(=O)(Nc1ccc(S(=O)(=O)N2CCCCC2)cc1)c1cccs1
  -9	-6	5	1%	-1%	-3%	3	0	1.9%
[7] COc1ccc(NC(=O)CSc2ccccc2)cn1
  3	-2	2	-1%	1%	1%	6	-4	-0.3%
[8] COc1ccc2c(c1OC)C(=O)N1N=C(c3ccc(Cl)cc3)CC21 (configuration not stated)
  8	-4	0	1%	5%	-2%	-9	4	-0.1%
[9] CCOCc1c(C(=O)OCC(=O)Nc2ccc(C)c(S(=O)(=O)N(C)C)c2)oc2ccccc12
  -9	-2	2	0%	2%	-4%	-2	-7	0.8%
[10] CC(C)(C)NCCOCCOc1ccccc1-c1ccccc1
  -12	-11	13	1%	1%	-4%	nt	-34	-0.4%
[11] O=C(CSc1cccc2cccnc12)Nc1cccc(S(=O)(=O)N2CCOCC2)c1
  -10	-4	1	0%	-4%	-6%	0	-5	1.4%
[12] Cc1ccc(C(=O)Cn2c(C)cc(C)c(C#N)c2=O)cc1
  -4	-4	5	1%	nt	-3%	-6	-4	1.0%
[13] CCOC(=O)c1cccc(NC(=O)c2cc(S(=O)(=O)N3CCCCCC3)cn2C)c1
  11	0	3	-2%	-10%	-3%	nt	-4	4.3%
[14] Cc1ccsc1C(=O)OCC(=O)Nc1c(Cl)cccc1C(F)(F)F
  -12	-1	3	-1%	6%	-3%	nt	-10	2.7%
[15] CN(CCC#N)C(=O)COC(=O)c1ccccc1OCc1ccccc1Cl
  9	-4	0	-12%	2%	-5%	-17	-6	3.3%
[16] O=C(O)c1cc(-c2ccc(Cl)cc2)n(-c2ccc(Cl)cc2)n1
  0	-1	1	-2%	-2%	1%	-21	-6	0.9%
[17] Cc1ccc(-c2nc(CN3CCN(C(=O)C4CCCO4)CC3)cs2)cc1 (configuration not stated)
  -22	-8	10	2%	-2%	-4%	-12	0	0.1%
[18] Cc1ccc(OCc2nnc(SCC(=O)Nc3sc(C)c(C)c3C#N)n2C)cc1
  -2	-5	2	-6%	-17%	-6%	1	nt	0.8%
[19] Cc1ccnc(SCC(=O)NC2CC2)n1
  3	-1	4	5%	0%	-3%	8	15	0.1%
[20] COc1ccc(/C=N/NC(=S)N[C@H]2CC3CCC2C3)cc1 (some centres not stated)
  -8	1	12	-1%	?	4%	-9	0	0.8%
[21] CCN(CC)CCCNC(=O)C1CCN(C(=O)c2oc3cc4sc(N(C)C)nc4cc3c2C)CC1
  -17	-7	1	1%	0%	0%	33	-1	5.0%
[22] O=c1c2[nH]c3ccccc3c2ncn1Cc1ccccn1
  -7	-1	3	1%	1%	-1%	11	-8	3.2%
[23] CC(=O)Oc1ccc(C(=O)NC(C)CCc2ccccc2)cc1 (configuration not stated)
  -27	-1	2	3%	8%	5%	2	4	1.0%
[24] O=C(O)CSc1nnc(Cn2c(=O)sc3ccccc32)n1-c1cccc(Cl)c1
  10	-2	3	2%	-6%	0%	12	0	-2.5%
[25] O=C(Nc1cccc(-c2cccc(F)c2)c1)C1CCN(Cc2ccc(CO)o2)CC1
  -13	-2	-1	-9%	-2%	-7%	-9	10	-2.1%
[26] CCc1nnc(SCc2cn3c(C)cc(C)nc3n2)n1N
  -2	-1	-2	0%	nt	-8%	7	3	-0.3%
[27] CCOC(=O)/C(C#N)=C/c1ccc(OCC(=O)Nc2cc(C)ccc2C)c(OC)c1
  -6	-2	0	-1%	-1%	0%	20	10	23%
[28] COc1ccc(CCNC(=O)c2cccc(NC3=NC4CS(=O)(=O)CC4S3)c2)c(OC)c1 (configuration not stated)
  1	7	4	0%	1%	-4%	-2	-3	4.7%
[29] COc1cc(C(=O)NCC(c2ccccc2)N(C)C)ccc1OCc1c(C)noc1C (configuration not stated)
  3	2	-1	?	-17%	1%	-4	-15	-2.2%
[30] COC(=O)CCC(=O)OC1(C)C(=O)C2=CN(CC3CC3)C(c3ccc(OC)cc3)=CC2=C(Br)C1=O (configuration not stated)
  1	3	2	3%	-4%	-5%	nt	3	2.0%
[31] Cc1ccc(C(=O)OCc2nnc(-c3ccc(Br)cc3)o2)cc1
  25	-5	8	1%	1%	-2%	-12	-7	1.6%
[32] CC1CCCC(NC(=O)COC(=O)c2ccc(S(=O)(=O)N3CCOCC3)cc2)C1C (configuration not stated)
  -8	-11	6	2%	-3%	2%	-1	-4	-0.3%
[33] CCOC(=O)c1nn(-c2ccc(F)cc2)c(-c2ccccc2)c1C(=O)c1ccccc1
  nt	nt	nt	-7%	-7%	3%	-2	nt	-0.6%
[34] COc1ccc(Cl)c2sc(NC(=O)C3=COCCO3)nc12
  -5	-3	9	-2%	-16%	-1%	-6	6	0.2%
[35] COc1ccc2[nH]c(C)c(CCN3C(=O)OC(C)(C)C3(C)O)c2c1 (configuration not stated)
  18	1	0	-6%	5%	-3%	-6	11	1.2%
[36] Cc1cc(NC(=O)c2cc3ncc(Br)cn3n2)no1
  -1	3	2	1%	-10%	0%	-4	3	1.3%
[37] Cc1ccc(C)c(S(=O)(=O)N2CCCC2CNC(=O)C(=O)NC2CCCCCC2)c1 (configuration not stated)
  10	-9	3	3%	6%	-5%	7	10	0.2%
[38] NC(=O)c1cc2cc(Br)ccc2o/c1=N/NC(=O)c1cccc(F)c1
  8	1	1	2%	?	-1%	12	-16	2.8%
[39] Cc1ccccc1NC(=O)Cc1c(O)c2ccccc2[nH]c1=O
  -15	-5	2	0%	-2%	-3%	16	1	2.7%
[40] O=C(NCc1ccc2c(c1)OCO2)c1ccc2c(c1)N(Cc1ccc(F)cc1)C(=O)c1ccccc1S2=O (configuration not stated)
  -10	-1	3	-2%	3%	-1%	nt	-5	7.5%
[41] CCOC(=O)c1c(C)[nH]c(C(=O)Cn2c(=O)c3c(ncn3CC)n(Cc3ccccc3)c2=O)c1C
  -8	-3	-1	-7%	-1%	-4%	-9	10	-2.3%
[42] CCOc1ccc(NS(=O)(=O)c2ccc(C(=O)NCC(c3ccc(OC)cc3)N3CCOCC3)cc2)cc1 (configuration not stated)
  23	-1	10	-1%	-7%	-3%	4	-9	-6.7%
[43] C#Cc1ccc([C@H]2C=C(C(=O)O)O[C@@H](OCc3ccc(CO)cc3)C2)cc1
  -28	0	-5	1%	-1%	-1%	nt	-4	3.9%
[44] Cn1c2ccccc2c2c(C(=O)N3CCN(c4ccc(F)cc4)CC3)cn(C3CCCCC3)c(=O)c21
  9	3	10	3%	-3%	-1%	-28	-9	5.9%
[45] CC1CCN(CC(O)COc2ccc(-c3ccccc3)cc2)CC1 (configuration not stated)
  -2	-4	30	-4%	-10%	-1%	-2	0	0.6%
[46] COc1ccc(/C=N/OC(=O)Nc2ccccc2)cc1[N+](=O)[O-]
  -19	1	3	-3%	-5%	4%	-2	2	-0.2%
[47] Cc1ccc(NS(=O)(=O)c2ccccc2[N+](=O)[O-])cc1S(=O)(=O)N1CCCCC1
  nt	nt	nt	-1%	8%	-1%	24	nt	nt
[48] Clc1ccc(C2=NNC(=NCc3ccc4c(c3)OCO4)SC2)cc1
  -11	3	1	-8%	-8%	-1%	nt	-8	0.7%
[49] COc1ccc(OCC(O)CNCCOc2ccccc2OC)c(C(C)(C)C)c1 (configuration not stated)
  16	0	59*	-18%	-8%	-8%	-10	-21	0.4%
[50] CN1CCN(C(=O)c2ccc3c(c2)N(Cc2ccccc2)CCS3)CC1
  39	6	0	-1%	-3%	-2%	-1	-15	9.8%
[51] O=C1NC(c2ccccc2)=C(c2nc3ccccc3s2)C(c2ccccc2)N1 (configuration not stated)
  4	6	4	-1%	0%	-1%	-10	1	1.3%
